Screening data as filed in PubChem.
yeast rad50: NCI yeast anticancer drug screen, S. cerevisiae rad50 strain | growth inhibition, % at 50 µM | 79,000 tested, 10% active;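 note: 0% = growth of vehicle-only cultures of the same strain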
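Genetically altered yeast (DNA repair pathway); compound treatment; growth inhibition vs vehicle ctrl.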
cln2 rad14: NCI yeast anticancer drug screen, S. cerevisiae cln2 rad14 strain. % growth inhibition at 50 µM. 78,000 tested, 8.3% active;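 note: 0% = growth of vehicle-only cultures of the same strain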
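Readout is yeast growth inhibition versus vehicle-treated controls, using a strain with cln2 and rad14 alterations exposed to compound.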
yeast mlh1 rad18: NCI yeast anticancer drug screen, S. cerevisiae mlh1 rad18 strain | growth inhibition, % at 50 µM | 79,000 tested, 11% active;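 note: 0% = growth of vehicle-only cultures of the same strain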
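Yeast w/ defined DNA-repair lesions; compound exposure; growth vs vehicle controls → % inhibition.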
yeast mec2-1: NCI yeast anticancer drug screen, S. cerevisiae mec2-1 strain | growth inhibition, % at 50 µM | 79,000 tested, 9% active | AID 157;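 note: 0% = growth of vehicle-only cultures of the same strain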
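Using mec2-1 yeast: add compound, measure growth, express inhibition versus vehicle-treated cultures.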
bub3: NCI yeast anticancer drug screen, S. cerevisiae bub3 mutant strain. % growth inhibition at 50 µM. 78,000 tested, 9.9% active. AID 167;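 note: 0% = growth of vehicle-only cultures of the same strain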
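Screening used yeast with an engineered genetic alteration affecting cell cycle control. Compound-exposed cultures were compared with vehicle cultures, and reduced growth was taken as inhibition.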
yeast sgs1 mgt1: NCI yeast anticancer drug screen, S. cerevisiae sgs1 mgt1 strain; growth inhibition, % at 50 µM; 78,000 tested, 10% active;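 note: 0% = growth of vehicle-only cultures of the same strain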
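Compounds are added to genetically altered yeast, and growth is compared with cultures given vehicle alone to give percent inhibition.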
The depositor's hits bear a star; . = no result given; & = joins results of further samples. Cut-off read from the data, not from the text of the source: active = growth inhibition above about 70%; inactive = the rest.

Molecule	yeast sgs1 mgt1	yeast mlh1 rad18	yeast rad50	cln2 rad14	yeast mec2-1	bub3
COC(=O)CSSC(C)C	-22	-59	-29	5	-15	6
Cn1c(N)c(N=O)c(=O)n(C)c1=O	-2	-10	-29	-13	-19	-6
COc1ccc(NC(C)=O)c(O)c1C	-17	-13	-1	-25	2	-4
O=C(c1cccc(C(=O)N2CCOCC2)n1)N1CCOCC1	-4	7	-10	-19	17	5
COc1cc(C=O)cc([N+](=O)[O-])c1O	-2	-6	-2	1	-10	0
CCc1cc(Cc2cc(Cl)c(NC(=O)C(=O)C3NC(=O)NC3=O)c(CC)c2)cc(Cl)c1NC(=O)C(=O)C1NC(=O)NC1=O (configuration not stated)	4	9	6	16	5	3
CC(C)C12OC1C1OC13C1(C)CCC(O)CC1CC1OC13C2O (configuration not stated)	-10&-16	-17&-27	-17&-5	17&2	-32&-30	-24&-14
C=CCS(C)(=O)=O	-12	-4	-14	6	-19	-1
CC(O)C(=O)N1CCOCC1 (configuration not stated)	-1	-23	4	-25	-4	4
CCCCCCC(=O)/C=C/c1cccc(OCc2cccc(Cl)c2)c1	19	5	24	17	17	2
CCC(C(=O)O)C(O)(CC(=O)O)C(=O)O (configuration not stated)	-3	-12	2	-7	-23	1
O=S(=O)(c1ccccc1)N1C[C@@H]2[C@H](C1)[C@H]1C=C[C@@H]2C1	13	-11	2	-5	-12	43
CC(=O)OC1CCC2(C)C(C1)C(OC(C)=O)CC1C3CCC(c4cccc(=O)o4)C3(C)CCC12 (configuration not stated)	85*	85*	85*	85*	87*	81*
Oc1c(O)c(-c2ccccc2)c2ccccc2c1-c1ccccc1	-18	-9	0	-2	-2	-2
COc1cc2c(cc1OC)C1CC(=O)C3=C(CCCC3)N1CC2 (configuration not stated)	13	-18	13	-7	15	-5

Next section.
Molecule	yeast sgs1 mgt1	yeast mlh1 rad18	yeast rad50	cln2 rad14	yeast mec2-1	bub3
NC1=NC(=O)C(CC(=O)Nc2ccc([N+](=O)[O-])cc2[N+](=O)[O-])S1 (configuration not stated)	2	-9	-15	3	-30	2
Cc1ccccc1C(c1ccccc1Cl)[N+](C)(C)C (configuration not stated)	27	43	35	19	15	-4
O=c1[nH]c(=O)c2ncn(-c3ccccc3)c2[nH]1	-4	0	5	0	-3	9
COC(=O)c1cnn2c1n[n+]([O-])c1ccccc12	-33	-8	-36	16	-36	-37
N#CCc1nc(-c2cc3ccccc3oc2=O)cs1	-12	-57	31	4	16	1
NC1=NC(=O)C2(CCCCC2)S1	-21	-25	-10	-48	-5	-8
c1ccc(CCCC2CCCC2)cc1	26	-3	20	16	14	-7
COc1ccc(-c2cc3ccccc3c(=O)o2)cc1	13	19	17	7	3	5
O=C(O)CNC(=O)Nc1cccc(Cl)c1	-3	-12	-14	-53	-11	45
CN(C)c1ccc(C(=N)c2ccc(N(C)C)cc2)cc1	-6	0	-4	-36	5	5
O=c1cc(Cl)c(Cl)nn1-c1ccccc1	40	41	89*	72*	50	46
Cc1cc(Cl)ccc1C1OC(=O)c2c1ccc1ccccc21 (configuration not stated)	-6	14	17	16	7	8
N=c1ccn2c(n1)SC1C(O)C(CO)OC12 (configuration not stated)	11	-1	0	-5	39	31
O=C(Oc1cc2c(cc1Br)OCO2)c1cccc2ccccc12	10	-27	1	-49	-30	7
O=C(NC(=O)c1c(F)cccc1F)Nc1ncc(Cl)cc1Cl	-10	-4	-14	-5	6	-3

4 of these compounds, set out differently:
Sequence of screens: yeast sgs1 mgt1	yeast mlh1 rad18	yeast rad50	cln2 rad14	yeast mec2-1	bub3
> COC(=O)c1cnn2c1n[n+]([O-])c1ccccc12
→ -33	-8	-36	16	-36	-37
> N#CCc1nc(-c2cc3ccccc3oc2=O)cs1
→ -12	-57	31	4	16	1
> NC1=NC(=O)C2(CCCCC2)S1
→ -21	-25	-10	-48	-5	-8
> c1ccc(CCCC2CCCC2)cc1
→ 26	-3	20	16	14	-7

More entries:
Molecule	yeast sgs1 mgt1	yeast mlh1 rad18	yeast rad50	cln2 rad14	yeast mec2-1	bub3
O=c1oc2ccccc2cc1-n1nnc2ccccc21	19	21	-3	2	11	16
O=C(O)c1cccc2cccc(-c3c4ccc(=O)c(O)c-4oc4c(O)c(O)ccc34)c12	90*	86*	87*	89*	90*	88*
N#C/C=C/c1ccc(C#N)cc1	-8	1	20	5	-10	-2
CCNC1(C2c3ccccc3-c3ccccc32)c2ccccc2-c2ccccc21	44	37	20	18	12	58
O=S(=O)(N/N=C/c1ccc(Cl)cc1Cl)c1ccccc1	-12	14	-19	-27	-10	-17
O=Cc1ccc(N2CCOCC2)cc1	-11	2	9	-30	-2	-19
CC(C)NC(=O)OCc1c(COC(=O)NC(C)C)c2cccn2c2c1cnn2-c1ccccc1	-11	18	-1	-4	1	0
CC1C(=O)OC(C)(C)C1(C)C (configuration not stated)	5	-10	22	-42	-16	0
COC(=O)CC(NC(=O)OCc1ccccc1)C(=O)NC(COC(C)=O)C(=O)NCC(=O)OCc1ccccc1 (configuration not stated)	10	16	28	16	10	3
O=C(Nc1ccc(S(=O)(=O)N2CCCCC2)cc1)OC(c1ccccc1)(c1ccccc1)c1ccccc1	33	18	28	15	6	-4
NC1=CN(Cc2ccccc2)C2=N/C(=C\c3ccccc3)C(=O)N12	8	-34	-13	-16	-6	14
Cc1ccc(-c2[nH]c(=O)n(C3OC(CO)C(O)C(O)C3O)c(=O)c2C#N)cc1 (configuration not stated)	-6	-85	-4	32	-2	10
CN(C(=O)C12C3C4C1C1C2C3C41C#N)C(C)(C)C (configuration not stated)	2	20	21	11	6	20
CN(C)CC1(C)C(=O)N(C)C(=O)N(C2CCCCC2)C1=O (configuration not stated)	20	-34	2	6	3	26
CCC/C(=N/Nc1ccccc1)c1cc(O)c(O)cc1O	16	14	24	-9	22	6

Full records, quoted from the list:
CC(C)NC(=O)OCc1c(COC(=O)NC(C)C)c2cccn2c2c1cnn2-c1ccccc1 reads yeast sgs1 mgt1 = -11; yeast mlh1 rad18 = 18; yeast rad50 = -1; cln2 rad14 = -4; yeast mec2-1 = 1; bub3 = 0
NC1=CN(Cc2ccccc2)C2=N/C(=C\c3ccccc3)C(=O)N12 reads yeast sgs1 mgt1 = 8; yeast mlh1 rad18 = -34; yeast rad50 = -13; cln2 rad14 = -16; yeast mec2-1 = -6; bub3 = 14
CN(C(=O)C12C3C4C1C1C2C3C41C#N)C(C)(C)C (configuration not stated) reads yeast sgs1 mgt1 = 2; yeast mlh1 rad18 = 20; yeast rad50 = 21; cln2 rad14 = 11; yeast mec2-1 = 6; bub3 = 20

(next part)
Molecule	yeast sgs1 mgt1	yeast mlh1 rad18	yeast rad50	cln2 rad14	yeast mec2-1	bub3
COC(=O)C(=O)C(C(=O)C(=O)Nc1ccc([N+](=O)[O-])cc1C#N)c1nc2ccc([N+](=O)[O-])cc2[nH]c1=O (configuration not stated)	4	36	20	16	8	42
CN(CC#N)[C@H]1CCC[C@]1(O)C#C[Si](C)(C)c1ccccc1	19	2	9	31	-20	9
CC1(C)CNC[C@@](C)(O)C(=O)NC(C)(C)CNC[C@@](C)(O)C(=O)N1	-33	-9	10	5	6	-46
CCOC(=N)CC(=O)Nc1ccccc1CC	12	21	18	4	0	12
CC(C)(C)OC(=O)NC(CSSCC(NC(=O)OC(C)(C)C)C(=O)O)C(=O)O (configuration not stated)	-11	-6	-7	-3	-10	-6
O=C1SC/C(=N\N=c2/scc(-c3ccc(Br)cc3)n2-c2ccc(Br)cc2)N1Cc1ccccc1	-22	5	13	-2	-10	-1
CCCCCn1c(=O)c2c(=O)[nH][nH]c2c2ccccc21	-10	-22	-16	-70	-8	-1
CCCCCCCCCCCCCCCCCC(=O)OCC(COC(C)=O)OC(C)=O (configuration not stated)	-4	5	-3	-46	-5	-1
C/C(=N\NC(N)=S)c1ccc(C)cc1C	57	60	45	26	-4	8
CCc1cccc(CC)c1NC(=S)NC(=O)c1ccc(Br)cc1	-8	-10	-5	8	-1	-10
CC(S)CNCCSC(=O)c1ccccc1 (configuration not stated)	47	25	48	28	13	19
CCN(CC)c1ccc2c(c1)C(=O)c1ccccc1-2	14	31	-7	16	28	39
CCCCN1CCSC1=S	98*	100*	100*	98*	100*	99*
CC1=NN(C(=O)Cc2ccccc2)C(=O)/C1=C\C=C\c1ccccc1	-21	-8	11	-9	-28	-15
Cc1ccc2cccc([N+](=O)[O-])c2n1	4	14	16	27	-24	1

Following part
Molecule	yeast sgs1 mgt1	yeast mlh1 rad18	yeast rad50	cln2 rad14	yeast mec2-1	bub3
CCOC(=O)Oc1ccc(C)cc1[N+](=O)[O-]	48	88*	68	56	31	24
CN(C)CC[N+]1=Nc2cccc3cccc(c23)N1	-2	4	-7	2	-9	-6
CCOC(=O)C1(Br)S(=O)(=O)OCCOS1(=O)=O	-60	-44	-29	7	-30	-30
Oc1cccc(C=NCCN=Cc2cccc(O)c2O)c1O.[Fe]	5	1	-9	-40	-6	13
O=S(=O)(c1cc(Br)ccc1O)c1cc(Br)ccc1O	100*	100*	100*	100*	100*	100*
COc1cc2oc(=O)ccc2cc1[C@@H]1OC(=O)[C@@]2(C)O[C@@H]12	-1	-3	-1	-36	-6	3
O=S(=O)(O)c1cc(N=Nc2cc(S(=O)(=O)O)c3cccnc3c2O)ccc1/C=C/c1ccc(N=Nc2cc(S(=O)(=O)O)c3cccnc3c2O)cc1S(=O)(=O)O	7&-26	-28&-111	19&-17	-56&-24	8&-17	-62&-19
O=CC(=C\c1ccco1)/C(C=O)=C\c1ccco1	13	72*	18	34	5	-24
CCN(CC)CCNC(=O)c1ccccc1NC(=O)C(=O)Nc1ccccc1C(=O)NCCN(CC)CC	-55	-42	-47	-5	-13	-60
O=C(O)/C=C\C(Cl)(Cl)Cl	-7	-13	-6	4	-7	-41
Oc1ccc(O)c(O)c1	12	23	21	-22	-8	-9
Cc1ccc2c(c1)NC(C1Nc3cc(C)ccc3O1)O2 (configuration not stated)	-1	-12	0	-46	-7	-17
O=S(=O)([O-])c1ccccc1C[n+]1ccccc1C1OCCO1	-6	-11	-9	-8	1	0
Oc1cc(-[n+]2ccc3ccccc3c2)c(O)c2ccccc12	16	54	44	-21	39	64
CC(=O)Nc1ccc([N+](=O)[O-])cc1C(=O)O	3	45	45	21	20	14

The results go on.
Molecule	yeast sgs1 mgt1	yeast mlh1 rad18	yeast rad50	cln2 rad14	yeast mec2-1	bub3
CCOC(=O)/C(O)=C(/C=NC(=S)c1ccncc1)C(=O)OCC	-15	-31	-28	-6	-30	-14
CCCCCN(CCCCC)c1ccc(/C=C/c2ccnc3ccccc23)cc1	23	15	2	-16	7	-10
CCCCCn1c(=O)c2cc3c(=O)n(CCCCC)c(=O)c3cc2c1=O	16	-6	14	-53	7	10
COc1ccc(OC)c2cc3ccccc3cc12	73*	70*	74*	40	85*	90*
O=C(COc1ccc(Cl)cc1Cl)Nc1ccc2ccccc2c1	59	37	49	19	46	55
COC(=O)C(=O)Cc1nc2ccccc2s1	6	7	6	-30	1	-7
COC1OC2COC(c3ccccc3)OC2C(OS(=O)(=O)c2ccc(C)cc2)C1N=[N+]=[N-] (configuration not stated)	-6	0	6	-27	-16	-3
CC(=O)NCCNC(=O)c1ccc(C)c(OCc2ccccc2)c1[N+](=O)[O-]	-1	4	7	-26	12	-2
O=C(O)c1c[nH]c2cc([N+](=O)[O-])ccc2c1=O	2	5	2	-4	18	21
O=C(O)CCc1cnc[nH]1	1	2	-1	22	-2	15
CC1C(=O)OCC1C(c1ccccc1)(c1ccccc1)c1ccccc1 (configuration not stated)	6	-4	9	-15	-10	-1
CN1CC[N+](C)(Cc2ccc(C[N+]3(C)CC[N+](C)(Cc4ccc(CCl)cc4)CC3)cc2)CC1 (configuration not stated)	99*	99*	99*	98*	99*	100*
CCCCCCCCCCCC(O)C(C)(C)C (configuration not stated)	-13	10	24	-39	10	12
COC(=O)C1C(OS(=O)(=O)O)CCC2CN3CCc4c([nH]c5ccccc45)C3CC21 (configuration not stated)	-26	-8	-6	-4	-16	-35
O=C(NCCCCNCCCNC(=O)c1ccccc1)c1ccccc1	2	-43	3	1	-6	-15

The results go on.
Molecule	yeast sgs1 mgt1	yeast mlh1 rad18	yeast rad50	cln2 rad14	yeast mec2-1	bub3
CC(C)(C)c1cc(C(P(=O)(c2ccccc2)c2ccccc2)P(=O)(c2ccccc2)c2ccccc2)cc(C(C)(C)C)c1O	98*	97*	98*	95*	94*	96*
O=C(NC(CO)C(O)c1ccc([N+](=O)[O-])cc1)C(Cl)Cl (configuration not stated)	.	-20	-32	.	-36	.
O=C(CCCC(=O)NNC(=O)Nc1cccc(Cl)c1)NNC(=O)Nc1cccc(Cl)c1	-11	-11	-13	-13	-2	-2
OCCCC1CCCCC1	0	0	2	-4	-2	7
c1ccc(N2CN(c3ccccc3)C2)cc1	4	16	-19	-12	-8	6
O=C(COc1cc(=O)oc2ccccc12)c1ccccc1	-5	-32	-13	-61	3	8
